# UPR XBP1 act: activators of adaptive XBP1 UPR arm, primary screen, cell-based, CHO-XBP1 luciferase reporter, luminescence, uHTS; IRE1-XBP1 UPR activation; percent of tunicamycin response, DMSO as zero; activation, % at 20 µM; actives 0.33% (n = 330,000); AID 463104, 2010;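 active = versus positive control, 20 µM dose yields 30% or more activation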;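 also: 100% = tunicamycin at 10 µg/mL and 0% = DMSO only wells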
#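 Signal: luciferase luminescence; Assay system: CHO-XBP1 luciferase reporter cells; Amount: one thousand reporter cells per well; Dosing: 20 µM single concentration, DMSO 1%; Benchmarks: high control tunicamycin 10 µg/mL final, low control DMSO vehicle only; Schedule: 6 h compound exposure at 37 °C, 5% CO2; Evaluation: percent activation relative to tunicamycin reference.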
# CCR6 antagonist: CCR6 receptor antagonists, primary screen, cell-based, CHO-K1, luminescence, beta-arrestin, uHTS | C-C chemokine receptor type 6 (Homo sapiens), P51684 | CHO-K1 CCR6 PathHunter beta-arrestin, CCL20-stimulated | inhibition, % at 20 µM | actives 0.49% (n = 340,000) | AID 493098, 2011;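 active = compounds whose inhibition of the agonist-driven luminescence signal at 20 µM reaches about 50%, limit read from the data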;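 also: cells stimulated with CCL20 at 14 nM final; plate controls were DMSO with CCL20 for no effect and DMSO without agonist for full effect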
# 697 NFkB inh: inhibitors of PMA/ionomycin-induced NF-kB reporter, 697 cells, primary screen, B-cell NF-kB inhibitor project, cell-based, luminescence, uHTS | actives 0.33% (n = 330,000) | inhibition, % at 4 µM | AID 435022, 2010 | 697 B-cell NF-kB luciferase reporter, 16 h; in the data active = inhibition above about 35%
# Gli-Sufu block: Gli-Sufu pathway antagonists, primary screen, luciferase luminescence, Sufu-KO-LIGHT cells, uHTS. Sufu-KO-LIGHT fibroblasts, Gli luciferase reporter luminescence. inhibition, % at 5 µM. actives 0.74% (n = 340,000);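 active = inhibition above about 55%, limit read from the data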;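 also: 0% = DMSO-treated cells and 100% = wells with medium but no cells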
# CXCR6 inh: CXCR6 receptor inhibitors, primary screen, cell-based, beta-arrestin, luminescence, CHO-K1 PathHunter, 1536-well | inhibition, % at 20 µM | actives 0.36% (n = 360,000) | AID 602244, 2012; in the data active = inhibition above about 34%, passing the limit was not always enough;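 also: antagonist mode with CXCL16 agonist at 10 nM final; 0% = 10 nM CXCL16 with DMSO and 100% = unstimulated wells without agonist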
# Jurkat NFkB inh: inhibitors of induced NF-kB luciferase reporter, primary screen, TCR NF-kB activation inhibitor project, cell-based, luminescence, uHTS | Jurkat, PMA/ionomycin-induced NF-kB luciferase reporter | inhibition, % at 4 µM | actives 0.53% (n = 330,000) | AID 435003, 2010; in the data active = inhibition above about 50%
# EBI2 antag: EBI2 receptor antagonists, beta-arrestin recruitment, primary screen, cell-based, luminescence, 7a,25-OHC stimulation, uHTS; actives 0.81% (n = 360,000); inhibition, % at 5 µM; AID 651636, 2012; G-protein coupled receptor 183 (Homo sapiens), P32249; 7a,25-OHC stimulated; in the data active = inhibition above about 38%;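 also: enzyme fragment complementation signal reports receptor beta-arrestin coupling in cells; 0% = agonist plus DMSO wells and 100% = wells without agonist; some results beyond the cut were filed as inactive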
# Mdm2-MdmX inh: inhibitors of human Mdm2-MdmX association, primary screen, cell-based, luminescence, split luciferase, SaOS-2, uHTS; SaOS-2 split-luciferase Mdm2/MdmX complementation; inhibition, % at 8 µM; actives 3% (n = 330,000);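 active = inhibition of at least 50% at 8 µM in the primary screen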
# Target sequence (O15151 whole entry, looked up): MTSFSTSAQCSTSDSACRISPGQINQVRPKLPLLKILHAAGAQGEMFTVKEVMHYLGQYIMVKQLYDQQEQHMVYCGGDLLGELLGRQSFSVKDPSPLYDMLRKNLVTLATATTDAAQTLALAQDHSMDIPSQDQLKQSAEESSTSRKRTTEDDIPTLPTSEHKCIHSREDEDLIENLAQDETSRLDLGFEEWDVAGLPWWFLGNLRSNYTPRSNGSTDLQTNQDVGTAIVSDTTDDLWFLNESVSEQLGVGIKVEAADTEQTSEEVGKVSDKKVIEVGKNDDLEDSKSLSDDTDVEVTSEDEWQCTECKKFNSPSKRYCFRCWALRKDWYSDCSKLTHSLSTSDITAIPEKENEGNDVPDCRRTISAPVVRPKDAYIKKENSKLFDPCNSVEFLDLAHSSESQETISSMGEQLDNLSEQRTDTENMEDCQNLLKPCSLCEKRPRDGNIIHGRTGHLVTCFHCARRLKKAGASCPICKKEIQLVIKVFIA
# Target sequence (Q00987 whole entry, looked up): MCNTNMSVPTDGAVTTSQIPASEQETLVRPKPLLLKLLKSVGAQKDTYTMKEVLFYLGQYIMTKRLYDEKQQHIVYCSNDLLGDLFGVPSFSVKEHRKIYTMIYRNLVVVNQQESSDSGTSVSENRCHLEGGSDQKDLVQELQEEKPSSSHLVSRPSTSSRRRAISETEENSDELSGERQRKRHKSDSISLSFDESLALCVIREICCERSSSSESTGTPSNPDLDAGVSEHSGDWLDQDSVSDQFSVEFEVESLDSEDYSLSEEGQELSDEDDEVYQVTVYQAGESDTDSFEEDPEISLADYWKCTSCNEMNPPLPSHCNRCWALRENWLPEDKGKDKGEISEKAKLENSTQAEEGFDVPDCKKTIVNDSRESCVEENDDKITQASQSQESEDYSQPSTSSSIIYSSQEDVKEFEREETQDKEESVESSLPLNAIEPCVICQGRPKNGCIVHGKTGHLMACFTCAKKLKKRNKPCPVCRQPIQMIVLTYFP
# UPR CHOP act: activators of apoptotic CHOP UPR arm, primary screen, cell-based, CHO-CHOP luciferase reporter, luminescence, uHTS; UPR activation; percent of tunicamycin response over DMSO baseline; activation, % at 10 µM; actives 0.34% (n = 330,000); AID 449763, 2010;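 active = at 10 µM dose, activation of 40% or more, normalized to positive control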;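 also: 100% = tunicamycin at 10 µg/mL and 0% = DMSO alone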
#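 Test system: CHO CHOP reporter cells. Input: 500 CHO-CHOP cells per well. Medium: F12 with 10% FBS. Technique: luciferase luminescence. Measure: percent activation relative to tunicamycin control. Dosing: 10 µM compound, 0.5% DMSO. Timing: 16-18 h cell attachment, then 6 h compound exposure, 37 °C.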
# * hit, by the source's call; · = no result given.
SMILES,UPR XBP1 act,CCR6 antagonist,697 NFkB inh,Gli-Sufu block,CXCR6 inh,Jurkat NFkB inh,EBI2 antag,Mdm2-MdmX inh,UPR CHOP act
COc1ccc(-c2nc(/C=C3\C(C)=Nc4ccccc43)c(O)o2)cc1,-2,6,7,3,17,14,4,39,0.1
CCCCSc1nc2ccc(Nc3nc(N4CCOCC4)nc(N4CCOCC4)n3)cc2s1,2,8,-12,8,7,-4,46*,7,1.1
O=C(/C=C/c1ccccc1)NC1CCS(=O)(=O)C1 (stereo unspecified),-2,6,4,-6,4,31,-8,11,-1.8
O=C(O)CC1CCC1CC(=O)O (stereo unspecified),·,-1,·,3,4,·,-4,·,·
CC1(C)CC(=O)C=C(CN2C(=O)c3ccccc3C2=O)C1=O,-1,7,3,-13,-9,-1,-6,14,0.2
O=S(=O)(c1ccc(-c2ccon2)s1)N1CCN(c2ccccn2)CC1,-2,10,-13,-5,-1,6,-10,16,0.9
CN(CCC#N)C(=O)COC(=O)/C=C/c1ccc2c(c1)OCO2,-3,-3,23,11,-1,18,0,16,-0.7
CCN(CC)C(=O)CN1C(=O)C2CC=C(Cl)CC2C1=O (stereo unspecified),-1,-8,15,-9,2,9,-7,-5,2.1
COC(=O)CN(c1cc(OC)ccc1OC)S(=O)(=O)c1ccc(OC)c(OC)c1,-2,10,-3,-1,-2,-8,-1,9,-0.7
Cn1c(=O)n(C)c2cc(NC(=O)c3ccccc3[N+](=O)[O-])c(Br)cc21,-1,4,7,2,-8,7,0,-3,-0.2
CCOc1ccc(CNC(=O)c2ccc(NC(=O)C3=CSCCO3)cc2)cc1,2,7,-13,-8,-4,0,11,-6,5.1
CCn1c(C)c(C)c2cc(C(=O)NCCCN3CCN(C)CC3)ccc21,3,-14,11,5,-5,5,-3,-5,3.2
O=C(CC1C(=O)NCCN1CC(c1ccccc1)c1ccccc1)NCC1CCOCC1 (stereo unspecified),-5,5,10,3,0,-8,5,16,-0.2
CC(C)NC(=O)NC(=O)COC(=O)c1ccc(F)cc1F,-1,6,-32,-7,-4,21,-23,-2,2.7
O=c1ccnc(Nc2ccc([N+](=O)[O-])cc2)[nH]1,1,6,2,-3,6,20,-7,9,-1.2
COc1cc(OC)cc(-c2nc(=S)n3ccsc3n2)c1,6,0,1,-4,-10,-5,-2,6,2.6
NS(=O)(=O)c1ccc(S(=O)(=O)c2ccccc2)nc1,-1,5,22,-1,6,7,0,11,-0.1
Cc1ccc(C(C)(c2ccc(N)cc2)c2ccc(N)cc2)cc1,-2,4,-29,4,-3,-5,2,24,1.0
COc1cc(/C=C2\C(=O)ON=C2c2ccc(Cl)cc2)ccc1O,0,46,-13,-2,·,-5,·,35,180*
CCc1ccc(C(=O)COC(=O)CNC(=O)c2cccs2)cc1,-1,-6,3,4,9,1,-2,2,0.3
Brc1ccccc1C1=Nn2c(nnc2-c2ccco2)SC1,-3,5,-2,2,5,-11,6,20,-1.2
Cc1ccc(C(=O)Nc2cc([N+](=O)[O-])ccc2C)cc1,1,12,-2,-8,-4,-9,-1,0,-1.0
FC(F)(F)c1nc2ncc(Cl)cc2[nH]1,-1,8,-6,1,-3,-3,-13,6,0.5
Cc1cccc(OCCN2CCOCC2)c1C,0,1,3,3,6,-2,6,12,2.2
COc1cc(Cn2cnnn2)ccc1O,3,-27,5,-6,-10,-7,0,-25,0.1
COc1ccc(N2CCN(C(=O)CCN3C(=O)C4C5C=CC(C5)C4C3=O)CC2)cc1 (stereo unspecified),-1,4,8,1,1,9,-5,12,-0.9
COc1ccc2cc(C(=O)C3CCCN(C(=O)CCc4ccccn4)C3)ccc2c1 (stereo unspecified),1,6,-16,0,0,-34,15,-50,4.0
COc1cccc(OCc2cc(/C=N/Nc3ccc(C(=O)O)cc3)ccc2OC)c1,-5,23,-95,-23,-7,14,-13,39,-2.8
CC(=O)c1ccc(N(CC(=O)NC2CCCCC2)C(=O)c2csnn2)cc1,-1,-8,10,-7,0,-4,12,-9,2.8
COc1ccc2sc(-c3ccc(S(C)(=O)=O)cc3)c(C#CCO)c2c1,7,0,-57,-8,0,-9,2,11,3.0
CS(=O)(=O)N(CC(=O)NCc1ccccc1)c1ccc(Cl)cc1,-1,-8,10,·,6,-3,-8,24,0.1
CCCC(=O)Nc1nnc(SCC(=O)NCc2cccs2)s1,-2,-7,-22,1,7,-5,-4,2,1.3
Cc1nc(NC(=O)C2CCCCC2)sc1C,1,2,-50,-38,2,-35,-5,-39,2.0
COc1cc2c(cc1CNC[C@H]1O[C@@H](n3cnc4c(N)ncnc43)[C@H](O)[C@@H]1O)OCO2,4,-1,0,-10,-2,-4,-7,1,-0.9
O=C(CN1C(=O)NC2(CCc3ccccc32)C1=O)Nc1ccc(N2CCOCC2)cc1 (stereo unspecified),4,-5,11,-12,4,-9,-2,-19,-1.6
COc1cccc(CC(=O)OCC(=O)NC(Cc2ccccc2)C(C)=O)c1 (stereo unspecified),1,5,10,-16,-3,7,-8,-1,-0.7
O=C(Cc1ccc(Cl)cc1Cl)NC1CCCCCC1,-3,7,6,·,2,3,20,-2,-0.1
COc1cccc2cc(C(C)N(CCCN3CCOCC3)C(=S)Nc3cc(C)ccc3C)oc12 (stereo unspecified),1,4,-10,10,8,3,8,7,-0.9
CCCCCOC(=O)NCC(O)c1ccccc1 (stereo unspecified),2,-24,-86,-88,0,-78,6,-27,0.8
Cc1ccc(NC(=O)Cn2nnc(C(=O)NCc3cccs3)c2N)c(C)c1,0,5,-25,-13,0,1,-5,69*,2.3
O=C(COc1ccc(Cl)c(Cl)c1)NC1CCS(=O)(=O)C1 (stereo unspecified),-2,5,18,0,-6,-14,-7,-16,1.9
Cc1cccc(OCC(=O)N/N=C2/SCC(=O)N2Cc2ccco2)c1,-2,2,14,-1,0,-9,10,2,-0.1
Cc1cc(/C=C2/NC(=O)NC2=O)c(C)n1-c1sc2c(c1C#N)CCCC2,-3,5,20,-8,3,0,-9,11,-0.7
O=C(COC(=O)c1cccc(Oc2ccccc2)c1)NCc1ccco1,-3,5,2,3,2,-8,-1,18,-0.7
O=C(Nc1ccc2sccc2c1)c1cccc(N2C(=O)CCC2=O)c1,0,-3,-64,-32,1,-1,2,9,3.2
CCCn1c(SCC#N)nc2c(c1=O)C1(CCCC1)Cc1ccccc1-2,-2,9,15,0,11,0,11,-19,-0.2
COc1ccccc1/C=C/C=N/NC(=O)c1ccco1,4,0,1,-13,-9,-20,-13,-2,2.4
O=C(N/N=C/c1ccc(Cl)cc1)c1n[nH]c2c1CCCC2,19,13,-85,7,-1,-47,0,32,3.8
CCOc1ccccc1NC(=O)c1ccc(NC(=O)c2ccco2)cc1,1,-19,12,-25,-7,17,-10,23,-3.3
CSc1nncn1/N=C/c1ccccc1F,3,-7,12,9,-1,-11,-15,-34,-1.8
CCCn1c(=NC(=O)CCS(=O)(=O)c2ccccc2)sc2cc(S(N)(=O)=O)ccc21,-3,13,15,-20,-5,9,-1,6,0.2
CCNC(=O)C1CC(=O)N(c2ccc(OCC)cc2)C1 (stereo unspecified),0,-12,-10,-2,2,-7,-6,-8,2.1
O=C(NC1CC1)c1cccc(S(=O)(=O)Nc2ccccc2F)c1,-4,5,3,-1,5,-6,0,20,-0.3
COc1cc(CC(=O)O)c([N+](=O)[O-])cc1OC,1,-7,17,2,-3,4,-5,20,-1.5
O=C(c1cc(-c2ccc(Cl)cc2)on1)N1CCN(c2ccccc2)CC1,8,7,5,-36,6,-44,-11,-49,9.1
CCC1(C)Cc2ccccc2C(=O)N1 (stereo unspecified),-3,1,-19,2,-2,-7,1,5,0.0
CCOc1cc(C2C3=C(CCCC3=O)NC3=C2C(=O)CCC3)ccc1OCCO,1,7,-8,2,-6,-12,-7,15,-2.5
Cc1nn(-c2ccccc2)c2nc(N)c(C#N)c(-c3ccc(F)cc3)c12,0,23,10,17,12,23,5,30,3.8
COCCOc1ccc(C(F)(F)F)cc1NC(=O)COC(=O)C1=COCCO1,2,12,-25,-7,3,-23,-2,-1,1.5
COc1ccc2c(c1)c1nc3n(c(=O)c1n2CC(=O)Nc1cc(C)[nH]n1)CCS3,-2,·,35,·,·,42,·,67*,-0.3

# Full records, quoted from the list. Values in the order: UPR XBP1 act, CCR6 antagonist, 697 NFkB inh, Gli-Sufu block, CXCR6 inh, Jurkat NFkB inh, EBI2 antag, Mdm2-MdmX inh, UPR CHOP act
# `CCC1(C)Cc2ccccc2C(=O)N1` (stereo unspecified) across the screens: -3, 1, -19, 2, -2, -7, 1, 5, 0.0
# `O=C(Nc1ccc2sccc2c1)c1cccc(N2C(=O)CCC2=O)c1` across the screens: 0, -3, -64, -32, 1, -1, 2, 9, 3.2
# `O=C(COC(=O)c1cccc(Oc2ccccc2)c1)NCc1ccco1` across the screens: -3, 5, 2, 3, 2, -8, -1, 18, -0.7
# `O=C(c1cc(-c2ccc(Cl)cc2)on1)N1CCN(c2ccccc2)CC1` across the screens: 8, 7, 5, -36, 6, -44, -11, -49, 9.1

# The listing continues.
SMILES,UPR XBP1 act,CCR6 antagonist,697 NFkB inh,Gli-Sufu block,CXCR6 inh,Jurkat NFkB inh,EBI2 antag,Mdm2-MdmX inh,UPR CHOP act
NC(=O)c1cc(N2C(=O)C3CC=CCC3C2=O)ccc1N1CCCCC1 (stereo unspecified),2,-2,1,-15,-2,-9,-1,12,-0.2
CCCCn1c(-c2cccc(C)c2)nc2cc3[nH]c(=O)c(C(C)C)nc3cc21,8,8,-1,1,-10,-3,14,55*,2.0
CCOc1ccccc1N1CCN(C(=O)c2cc3ccccc3cc2OC)CC1,-1,2,-46,11,6,57*,57*,57*,-0.7
CSc1ccc(C=NNc2ccc(S(=O)(=O)Nc3ccccc3C(=O)O)cc2[N+](=O)[O-])cc1,-1,46,7,-6,18,3,3,2,1.6
C=CCN(CC=C)C(=S)NC(=O)c1ccc(OC)c(Br)c1,4,44,-4,-2,27,0,-8,17,-0.2
Cc1ccc(C(=O)NNC(=S)NCC2CCCO2)cc1[N+](=O)[O-] (stereo unspecified),0,14,2,-3,5,14,-21,13,1.1
Cc1cc(C(=O)N2CCN(c3cc(Cl)ccc3C)CC2)on1,0,16,6,7,8,7,7,3,2.7
O=C(NC12CC3CC(CC(C3)C1)C2)C1CCCN1C(=O)NC1CCCCC1 (stereo unspecified),2,14,-9,6,2,-12,-5,-1,-0.3
CC(C)COC(=O)n1c(=O)oc2cc(S(=O)(=O)N3CCCCC3)ccc21,1,-10,6,-2,-6,9,6,9,-3.5
O=C(NCCc1nc(-c2ccccc2Cl)no1)c1ccccc1,0,8,1,-2,-3,-2,-8,8,-0.6

# Screening data as filed in PubChem.
